SRC2 inh – inhibition of GAL4-SRC2 driven luciferase reporter, primary screen, SRC2 inhibitor project, cell-based, luminescence. HEK293 GAL4-SRC2 luciferase reporter. inhibition, % at 9 µM. hit rate 0.17% among 370,000. AID 651957, 2012;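 active means inhibition above the mean inhibition of all tested compounds plus 3 SD, set per campaign, cut at about 52% in these data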;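 further: 0% = DMSO treated cells and 100% = cells given Gossypol at 36 µM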
SRC1 inh – SRC1 coactivator transcriptional activity inhibitors, primary screen, cell-based, luminescence; HEK293 GAL4-SRC1 luciferase reporter; inhibition, % at 3.6 µM; hit rate 0.12% among 360,000; AID 588354, 2011;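 active means inhibition above the campaign mean plus 3 SD, with each screening campaign given its own cutoff, cut at about 60% in these data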;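 further: 0% = DMSO treated cells and 100% = gossypol at 36 µM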
ABHD5-PLIN5 inh – ABHD5-PLIN5 interaction inhibitors, primary screen, cell lysate, split luciferase complementation, luminescence. Split G. princeps luciferase complementation, 4 h. inhibition, % at 4 µM. hit rate 0.78% among 360,000. AID 602281, 2012;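 active means inhibition above the mean inhibition across every tested compound plus 3 SD, cut at about 22% in these data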;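 further: 0% = DMSO only wells and the 100% control is not disclosed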
NR2F2 inh – NR2F2 transcriptional activity inhibitors, primary screen, cell-based, luciferase reporter, HEK293T, luminescence; AID 686940, 2013; COUP transcription factor 2 (Homo sapiens), P24468; inhibition, % at 8.6 µM; HEK293T NGFI-A luciferase reporter; hit rate 0.7% among 370,000;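 active means inhibition above a per-plate cutoff, mean inhibition of test wells between control levels plus 3 SD, cut at about 38% in these data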;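 further: cells cotransfected with COUP-TFII expression vector driving the NGFI-A reporter; 0% = median of COUP-TF2 test wells and 100% = reporter-only cells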
MC4R ag barr – MC4R agonists recruiting beta-arrestin, primary screen, cell-based, luminescence, agonist arm of biased-ligand search. activation, % at 8.9 µM. hit rate 0.98% among 360,000. U2OS MC4R beta-arrestin complementation; percent of melanotan II response, DMSO zero. Melanocortin receptor 4 (Homo sapiens), P32245;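 active means activation above a per-plate cutoff, the mean activation of sample wells on that plate plus 3 SD, cut at about 8% in these data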
MC4R antagonist – MC4R antagonists of cAMP signaling, primary screen, cell-based, TR-FRET, antagonist arm of biased-ligand search. Melanocortin receptor 4 (Homo sapiens), P32245. MC4R-expressing cells, MTII-stimulated cAMP, LANCE TR-FRET. inhibition, % at 6.5 µM. hit rate 0.48% among 360,000;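 active means inhibition above its plate's cutoff, the mean of tested wells on that plate plus 3 SD, cut at about 29% in these data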;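 further: 0% = Melanotan II alone and 100% = Melanotan II plus saturating MCL0020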
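material = U2OS cells stably expressing human melanocortin 4 receptor (MC4R) | also added = Melanotan II challenge | dosing = single nominal compound dose of 6.5 µM | detection = TR-FRET with Eu-cAMP and labeled anti-cAMP, 671 nm | replication = singlicate | timing = compound 30 min, challenge 1 h, detection 1 h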
LMP1 NFkB inh – EBV LMP1-driven NF-kappaB luciferase reporter inhibitors, primary screen, cell-based, luminescence, single point. inhibition, % at 12.5 µM. hit rate 0.69% among 350,000. AID 504558, 2011. LMP1-induced NF-kappaB luciferase reporter cells; in the data active means inhibition above about 41%;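 further: 0% = neutral control wells and 100% = reference inhibitor control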
TLR9-MyD88 block – inhibitors of TLR9-MyD88 association in cells, primary screen, cell-based, CHO, BLA complementation, fluorescence | AID 504734, 2011 | Toll-like receptor 9 (Homo sapiens) + Myeloid differentiation primary response protein … | hit rate 0.21% among 340,000 | CCF4 FRET ratio | inhibition, % at 4.98 µM;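 active means inhibition above the mean over all tested compounds plus 3 SD, cut at about 21% in these data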;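 further: 0% = DMSO only wells and 100% = clavulanate BLA inhibitor control wells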
NCOA3 inh – SRC3 coactivator transcriptional activity inhibitors, primary screen, cell-based, luminescence. hit rate 0.17% among 360,000. inhibition, % at 3.6 µM. HEK293 GAL4-SRC3 luciferase reporter. Nuclear receptor coactivator 3 (Homo sapiens), Q9Y6Q9;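 active means inhibition above a per-campaign cutoff, the mean of all compounds plus 3 SD, cut at about 60% in these data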;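 further: 0% = DMSO-treated cells and 100% = gossypol-treated cells at 36 µM; higher means less SRC3-driven luciferase light from the GAL4 reporter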
NOD2-RIPK2 inh – NOD2-RIPK2 binding disruptors in cells, primary screen, fluorescence, CHO cells, BLA complementation. Receptor-interacting serine/threonine-protein kinase 2 (Homo sapiens), O43353. AID 624267, 2012. CCF4 ratio. inhibition, % at 4.98 µM. hit rate 0.38% among 360,000; in the data active means inhibition above about 21%;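 further: 0% = vehicle only and 100% = reference blocker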
Target sequence (O43353 whole entry, looked up): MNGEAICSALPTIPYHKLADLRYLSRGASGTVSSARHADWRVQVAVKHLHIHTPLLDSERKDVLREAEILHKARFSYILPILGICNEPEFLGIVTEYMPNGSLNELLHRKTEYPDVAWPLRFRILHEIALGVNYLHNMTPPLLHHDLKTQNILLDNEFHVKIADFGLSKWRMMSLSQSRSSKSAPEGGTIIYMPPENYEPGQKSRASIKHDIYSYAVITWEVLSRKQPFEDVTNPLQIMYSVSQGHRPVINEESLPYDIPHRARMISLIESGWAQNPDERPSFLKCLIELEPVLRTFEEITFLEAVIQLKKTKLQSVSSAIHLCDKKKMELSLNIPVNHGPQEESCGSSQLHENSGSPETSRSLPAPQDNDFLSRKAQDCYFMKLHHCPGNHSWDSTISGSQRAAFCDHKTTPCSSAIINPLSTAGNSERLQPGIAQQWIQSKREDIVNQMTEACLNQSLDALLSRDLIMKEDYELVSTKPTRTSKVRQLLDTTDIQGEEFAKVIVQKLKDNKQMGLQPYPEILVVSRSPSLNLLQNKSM
LRH-1 inv ag – LRH-1 (NR5A2) inverse agonists, primary screen, cell-based, luminescence, HEK293T, StAR-luciferase reporter | LRH-1 transfected, 24 h | inhibition, % at 3.6 µM | hit rate 0.13% among 360,000;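 active means inhibition above the mean inhibition of all tested compounds plus 3 SD, cut at about 73% in these data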;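 further: 0% = DMSO wells and 100% = reporter-only cells lacking LRH-1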
Target sequence (O00482 whole entry, looked up): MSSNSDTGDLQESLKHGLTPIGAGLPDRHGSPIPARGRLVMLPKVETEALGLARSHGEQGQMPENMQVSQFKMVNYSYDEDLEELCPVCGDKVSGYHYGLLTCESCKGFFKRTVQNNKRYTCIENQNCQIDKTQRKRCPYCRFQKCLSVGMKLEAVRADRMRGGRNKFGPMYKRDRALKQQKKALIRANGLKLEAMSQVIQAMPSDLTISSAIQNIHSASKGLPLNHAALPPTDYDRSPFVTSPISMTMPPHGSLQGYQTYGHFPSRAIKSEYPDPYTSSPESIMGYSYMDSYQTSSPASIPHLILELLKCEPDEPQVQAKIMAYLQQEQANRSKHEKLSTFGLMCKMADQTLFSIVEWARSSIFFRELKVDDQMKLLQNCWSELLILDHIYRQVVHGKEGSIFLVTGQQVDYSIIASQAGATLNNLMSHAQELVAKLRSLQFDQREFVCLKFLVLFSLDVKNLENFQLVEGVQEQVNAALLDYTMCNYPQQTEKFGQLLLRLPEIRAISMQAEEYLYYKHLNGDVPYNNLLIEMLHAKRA
* = called active by the depositor; / = not tested or not shown. Not all compounds are listed, so the mix of outcomes need not match the whole.

SMILES	SRC2 inh	SRC1 inh	ABHD5-PLIN5 inh	NR2F2 inh	MC4R ag barr	MC4R antagonist	LMP1 NFkB inh	TLR9-MyD88 block	NCOA3 inh	NOD2-RIPK2 inh	LRH-1 inv ag
O=C(Nc1ccc2c(c1)OCO2)N1CCN(c2ncccn2)CC1	-33	-36	-2	-29	-0.7	-3	-7	2	0	-6	-14
CCC(C)NCCOCCOc1ccc(Br)cc1 (stereo not given)	23	-11	6	17	-0.6	-3	0	0	1	-14	7
COC(=O)CSc1nc(C)cc(N2CCOCC2)n1	-9	-3	1	2	-1.1	6	6	-5	7	-3	-7
COc1ccc(CNC(=O)[C@@H](NC(=O)C2CCN(C(=O)[C@@H](N)Cc3ccccc3)CC2)C(C)C)cc1	-13	5	6	-1	0.4	16	-4	-6	13	-7	3
Cc1cccc(C)c1OCc1cc(C(=O)N(C)CCc2ccccn2)no1	-12	-7	-5	-7	-1.2	13	-8	-1	-6	-13	-9
O=C(O)c1oc2ccccc2c1CSCc1ccccc1	22	7	3	4	-0.6	11	-6	-8	13	-4	4
O=C(NCCCN1CCCCC1)C1CCN(S(=O)(=O)N2CCC3(CC2)OCCO3)CC1	-23	-6	3	-15	-2.6	2	2	-12	-11	-6	1
Cc1ccc(C(=O)NCC(=O)OCC(=O)c2ccc3c(c2)NC(=O)CO3)cc1	-1	-1	2	5	-3.3	12	2	-6	15	1	-11
CCOC(=O)N1N=C(c2ccccc2)CC1(O)C(C)(F)F (stereo not given)	-28	-8	-3	-1	-3.4	19	0	-3	0	-7	7
CCOc1ccc(C(=O)NCC(c2ccco2)N2CCc3ccccc3C2)cc1 (stereo not given)	-36	-16	-1	-13	0.7	16	-4	-7	2	9	7
CC(C)(C)NC(=O)C(=O)NNC(=O)c1cccc(Br)c1	14	-13	-2	-20	-4.9	-1	-5	6	-14	-7	-17
O=C(COc1ccccc1)NCc1n[nH]c(=S)n1-c1ccccc1	3	-1	-13	7	2.1	4	0	4	-2	-8	8
COc1ccc(O)c(CN2CCCC(N3CCN(c4ccccc4OC)CC3)C2)c1 (stereo not given)	-7	8	4	9	-1.0	-1	7	0	7	1	13
CC(=O)N1CCCc2cc(S(=O)(=O)N3CCCC(C(=O)Nc4ccccc4C)C3)ccc21 (stereo not given)	8	6	7	-1	-0.2	1	-2	7	-8	-4	19
O=C(NC1CCCC1)C(c1ccccc1)N(Cc1ccco1)C(=O)Cc1cccs1 (stereo not given)	-3	30	5	-7	-0.5	8	4	6	22	-4	21
CC(C(=O)N(C)C1CCS(=O)(=O)C1)N1C(=O)/C(=C/c2cccs2)SC1=S (stereo not given)	-5	10	1	-19	-0.6	0	8	6	5	-3	12
O=C(NNc1nc(-c2ccc(Cl)cc2)cs1)c1ccco1	-55	-27	-7	-12	-1.5	3	-9	4	-27	1	-24
COc1ccccc1-c1nnc(SCC(=O)c2ccc(C3CCCCC3)cc2)n1Cc1ccco1	-8	-1	13	5	0.6	20	-1	-9	-10	-5	-3
Cc1nn(-c2ccccc2)c2c1C(c1ccc(F)cc1F)C(C#N)=C(N)O2 (stereo not given)	-1	-9	-24	0	1.8	24	0	2	-13	7	9
CCCCn1c2c(c(=O)n(C)c1=O)C(CC(=O)OCC(=O)Nc1cccc(C(F)(F)F)c1)C(=O)N2 (stereo not given)	13	6	0	19	-0.8	-6	-2	-4	20	-6	15
O=C1CCC2S/C(=C/Nc3ccc(C(F)(F)F)cc3)C(=O)N12 (stereo not given)	72*	33	2	32	-0.8	11	51*	1	31	-2	10
Cc1cccc(C)c1NC(=O)CNC(=O)c1ccc(S(=O)(=O)NCc2ccco2)cc1	23	7	3	7	-0.2	4	5	-5	20	-2	9
COc1ccc(CCNCc2ccccc2N2CCCC2)cc1	6	-34	-3	13	4.2	0	2	-9	-43	6	-12
CC(C)(C)c1ccc(OCC(=O)NNC(=O)C2CCCO2)cc1 (stereo not given)	15	-21	-5	-2	0.9	6	6	-4	7	0	-29
CS(=O)(=O)NN1C(=O)c2ccccc2NC1c1cccc(O)c1 (stereo not given)	-17	0	0	8	0.2	17	4	-13	-23	-1	4
CCCCC(CC)C(=O)NCC(C)NC(=O)C(CC)CCCC (stereo not given)	1	5	1	13	-0.2	5	2	0	11	-13	13
O=C1CCc2cc(NS(=O)(=O)c3cc(F)ccc3F)cc3c2N1CC3	-7	2	-2	-20	-0.9	2	-4	3	-12	2	-1
Cc1cccc(N2CCN(C(=O)C(Cc3ccccc3)NC(N)=O)CC2)c1C (stereo not given)	15	5	3	9	-0.1	-1	-2	6	-30	-2	19
CN(C)c1ccc(C=C(C#N)C(=O)c2ccccc2)cc1Br	-3	1	11	15	/	/	/	/	7	9	5
C=CCN(C(=O)CCC(=O)Nc1cc(C)on1)C(C(=O)NC1CCCC1)c1cccnc1 (stereo not given)	-5	3	-3	-4	-2.5	3	1	-4	9	-3	-9
COc1ccc(NC(=O)c2ccccc2[N+](=O)[O-])cc1	-15	-13	-3	-1	-2.5	4	2	-8	-8	3	-38
COc1ccc(CCN2C(=O)CCC2(C)c2nnnn2Cc2ccccc2)cc1OC (stereo not given)	-13	/	0	4	/	/	/	/	/	1	2
COc1ccc(Cl)cc1NC(=S)N1CCC(c2ccc(C)cc2)C1 (stereo not given)	2	-11	1	14	4.0	-1	-3	-7	12	-3	-12
O=C(c1ccccc1)N1N=C(C(F)(F)F)CC1(O)c1ccccc1 (stereo not given)	14	13	0	4	2.7	-2	-5	5	-6	-6	23
Cc1ccc(C(=O)N2CCN(c3ccc(NC(=S)NC(=O)Cc4ccccc4)cc3)CC2)cc1	15	22	8	33	-0.9	2	-2	-29	21	-8	20
Cc1ccccc1S(=O)(=O)Cc1ccc(C(=O)NCCCN2CCCC(C)C2)o1 (stereo not given)	-15	1	0	7	-1.1	15	1	-7	-12	5	-16
N#CC1=C(N)OC2=C(C(=O)CCC2)C1c1ccsc1 (stereo not given)	10	-13	12	1	-0.8	9	4	1	3	-8	-4
COc1ccccc1N1CCN(C2CCCN(C(=O)c3cc(C(C)C)on3)C2)CC1 (stereo not given)	-23	-23	2	9	1.3	8	1	14	1	-20	10
COC(=O)[C@@]1(Cc2ccc(OC)cc2)[C@@H]2C(=CC(=O)[C@H]2CC(=O)C(=O)N2CCCC2)CN1C(=O)c1ccccc1	/	23	33*	/	-0.4	2	-11	-8	25	5	-3
COc1ccc(CNC(=O)Nc2nc(C(N)CCc3ccccc3)cs2)cc1 (stereo not given)	-29	-2	-6	-7	6.5	6	/	/	0	0	-5

Reformatted: 2 of the compounds above
Molecule | SRC2 inh | SRC1 inh | ABHD5-PLIN5 inh | NR2F2 inh | MC4R ag barr | MC4R antagonist | LMP1 NFkB inh | TLR9-MyD88 block | NCOA3 inh | NOD2-RIPK2 inh | LRH-1 inv ag
COc1ccc(Cl)cc1NC(=S)N1CCC(c2ccc(C)cc2)C1 (stereo not given) | 2 | -11 | 1 | 14 | 4.0 | -1 | -3 | -7 | 12 | -3 | -12
O=C(c1ccccc1)N1N=C(C(F)(F)F)CC1(O)c1ccccc1 (stereo not given) | 14 | 13 | 0 | 4 | 2.7 | -2 | -5 | 5 | -6 | -6 | 23

(next part)
SMILES	SRC2 inh	SRC1 inh	ABHD5-PLIN5 inh	NR2F2 inh	MC4R ag barr	MC4R antagonist	LMP1 NFkB inh	TLR9-MyD88 block	NCOA3 inh	NOD2-RIPK2 inh	LRH-1 inv ag
O=C(CSc1nncn1-c1ccccc1)Nc1c(F)cccc1F	-10	0	-5	2	2.7	12	-8	-1	6	-8	-23
Cc1cc(C)cc(NC(=O)C(=O)NCCc2c[nH]c3ccccc23)c1	17	6	7	-13	5.2	14	6	-2	5	-12	-22
CC(C)CN1CC(=O)N2C(c3ccccc3)c3[nH]c4ccccc4c3C[C@H]2C1=O (stereo not given in full)	-15	11	-17	32	5.4	22	8	-13	-14	3	11
CCOC(=O)C1(C)CCCN1C(=O)c1ccc(OC)cc1 (stereo not given)	15	4	-1	-7	-0.8	9	/	/	11	4	-18
C[C@@H](CN1CCC[C@H]1CN1C(N)=NC[C@@H]1Cc1ccccc1)N1C[C@@H](Cc2ccccc2)N(CCCC2CCCC2)C1=N	/	-5	35*	/	3.2	25	1	-2	4	3	-24
CN(Cc1ccccc1)c1ccc(S(=O)(=O)N2CCC(C(=O)O)CC2)cc1[N+](=O)[O-]	-8	-1	0	3	-1.1	-2	6	-8	-9	-2	-8
O=C(Oc1ccc(NC(=O)c2cc3c(cc2Br)OCO3)cc1)c1ccccc1	1	-5	9	9	14*	5	1	1	-38	1	5
O=C(NN=Cc1ccc(F)cc1)c1ccccc1NS(=O)(=O)c1cccs1	8	2	8	-1	2.2	-4	-6	-3	-2	-14	-12
COc1ccc(CCN2C(=O)CC(N3CCOCC3)C2=O)cc1OC (stereo not given)	-9	-27	0	9	-2.0	-4	-13	2	-1	-7	-4
COc1cccc(-c2nn(-c3ccc(C)cc3)cc2C(=O)N(C)CC(=O)Nc2cccc(F)c2)c1	21	-10	-2	1	-0.6	9	-2	-4	6	10	12
CC(C)Cc1c(O)nc(SCC(=O)Nc2ccc3c(c2)CCC3)[nH]c1=O	-7	7	0	5	-1.7	-4	2	6	19	18	0
O=C(NC(Cc1ccccc1)C(=O)O)C1CCCCC1 (stereo not given)	-4	-19	-4	-7	-0.3	0	1	2	-49	-9	14
CCOc1c(Br)cc(CNc2ccc3c(c2)OCCO3)cc1OC	40	35	-6	-6	0.2	-19	19	2	56	10	55
Cc1ccc(S(=O)(=O)N2CCC(C(=O)OC(C)C(=O)NC3CCCCC3C)CC2)cc1C (stereo not given)	10	-11	-7	-4	-0.6	4	-1	0	-3	4	-2
Cc1ccc(CNC(=O)Cn2cnc(S(=O)(=O)N3CCCCC3)c2)o1	6	8	-7	-12	-4.6	7	-4	-1	-11	-3	10
C#CCn1c(-c2cccs2)nc2ccccc21	3	-4	-1	14	-0.2	-1	2	-10	2	-1	-3
CCOc1ccccc1NS(=O)(=O)c1c(C)noc1C	-11	-22	1	-20	0.9	-1	-8	1	6	-14	-8

Assay outcomes deposited in PubChem by several laboratories.
